# Rab9 prom act = qHTS Assay for Rab9 Promoter Activators | hit rate 2.8% among 320,000 | Potency, µM (series often up to 9.22 µM), without a hit: at the highest dose activation, negative = inhibition, usual class: activators | Huh7 Rab9 promoter-luciferase reporter, luminescence, 24 h; further: potency means the concentration at half of the fitted maximal effect; % of control where 0% means no effect; nearly all actives have a fitted effect of over 60% in size
#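 Cell-based reporter: Huh7 stable for Rab9 promoter-driven luciferase, plated in reduced-serum medium with 10% FBS at 1500 cells/well, compound-treated 24 h at 37 °C, luminescence read after 10 min reagent.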
# FBPA coupling cs = qHTS Assay for Inhibitors of Fructose-1,6-bisphosphate Aldolase from Giardia Lamblia: Coupling assay counterscreen | hit rate 0.67% among 290,000 | activity change, negative = inhibition, % at 58.2 µM, hits read low | coupling enzyme system counterscreen, AmpLite Red fluorescence | AID 2472, 2010; in the data active means activity change below about -30%; further: on the % scale 0 is the no-effect control and ±100 the full control effect
#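 First, compound is pin-transferred into glyceraldehyde-3-phosphate coupling-enzyme reagent at 57.5 uM final and held 10 min at RT. Next, substrate, coupling system and AmpLite Red are added. After 20 min RT, fluorescence (525/598 nm) is read.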
# Tb PFK inh = qHTS Assay to Find Inhibitors of T. brucei phosphofructokinase; ATP-dependent 6-phosphofructokinase (Trypanosoma brucei brucei), O15648; T. brucei PFK, ADP-Glo luminescence; Potency, µM (doses to about 57.5 µM), for inactives: at the top dose activity, negative = inhibition, hits mostly inhibitors; hit rate 0.17% among 330,000; AID 485367, 2010;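 further: potency means the concentration at half of the fitted maximal effect; 0% = uninhibited 1x PFK enzyme wells and -100% = no-enzyme wells; nearly all actives have a fitted effect of over 60% in size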
# Target sequence (O15648 whole entry, looked up): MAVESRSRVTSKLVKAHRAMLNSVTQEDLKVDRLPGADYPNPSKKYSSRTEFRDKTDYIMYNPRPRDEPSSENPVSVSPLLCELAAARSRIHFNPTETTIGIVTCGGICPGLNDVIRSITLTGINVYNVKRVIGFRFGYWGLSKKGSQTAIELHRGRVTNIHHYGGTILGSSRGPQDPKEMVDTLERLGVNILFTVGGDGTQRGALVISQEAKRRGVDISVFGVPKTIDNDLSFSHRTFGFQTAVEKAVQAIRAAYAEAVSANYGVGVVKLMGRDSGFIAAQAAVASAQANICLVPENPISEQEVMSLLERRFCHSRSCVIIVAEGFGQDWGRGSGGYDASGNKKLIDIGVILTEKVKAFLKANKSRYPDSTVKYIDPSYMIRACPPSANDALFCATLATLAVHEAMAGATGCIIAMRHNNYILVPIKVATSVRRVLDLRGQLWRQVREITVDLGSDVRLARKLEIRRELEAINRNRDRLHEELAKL
#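 In TEA buffer at pH 8.0 with 5 mM MgCl2, enzyme (1.25 nM) converted F6P (0.5 mM) and ATP (0.1 mM) for 45 min at room temperature. ADP product was read by luciferase luminescence.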
# uPA surface inh = qHTS for Inhibitors of Cell Surface uPA Generation | cell surface uPA generation assay, qHTS | Potency, µM (top dose mostly 38.3 µM), for the others: top-dose activity change, negative = inhibition, usual class: inhibitors | hit rate 0.31% among 330,000 | AID 540303, 2011; active means well fitted inhibition curve with a large enough effect; inconclusive means small, poorly fitted or top-dose-only effect; inactive means no such curve, though single readings can be large or run the other way; tested in mouse RAW 264.7 cells; further: potency means the concentration at half of the fitted maximal effect; on the % scale 0 is the no-effect control and ±100 the full control effect; nearly all actives have a fitted effect of over 55% in size
# NPC1 prom act = qHTS Assay for NPC1 Promoter Activators | Huh7 NPC1 promoter luciferase reporter, 24 h | Potency, µM (doses to about 9.22 µM), for inactives: at the highest dose activation, hits mostly activators | hit rate 2.4% among 320,000;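 further: potency means the concentration at half of the fitted maximal effect; % of control where 0% means no effect; nearly all actives have a fitted effect of over 60% in size; reporter is driven by a mutant NPC1 promoter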
#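 Luminescence from an NPC1 promoter-driven luciferase reporter in stably transfected Huh7 cells was measured after 24 h compound treatment at 37 °C, followed by 10 min ambient incubation with luciferase detection reagent.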
# ELG1 genotoxic = qHTS screen for small molecules that induce genotoxicity in human embryonic kidney (HEK293T) cells expressing luciferase-tagged ELG1 | Potency, µM (highest dose often 46 µM), without a hit: at the highest dose activity change, positive = activation, most hits filed as activators | HEK293T ELG1-luciferase reporter, luminescence, 16 h | AID 504466, 2011 | hit rate 1.3% among 330,000; further: potency means the concentration at half of the fitted maximal effect; % of control where 0% means no effect; nearly all actives have a fitted effect of over 60% in size
#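 Luminescence read-out: rising ELG1-luciferase signal, reflecting elevated ELG1 protein under genetic stress, flags genotoxic compounds. Cells were treated for 16 hr at 37 °C before ONE-Glo detection.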
# Giardia killer = Small Molecules that selectively kill Giardia lamblia: qHTS. activity change, % at 7.66 µM, hits read low. hit rate 0.15% among 340,000. Giardia lamblia trophozoite viability; in the data active means activity change below about -80%; inconclusive means between about -30% and that limit;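 further: parasites exposed to compound for two days anaerobically before the ATP read; on the % scale 0 is the no-effect control and ±100 the full control effect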
#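 Giardia trophozoites, 100 cells per well, were exposed to compounds for 48 hrs at 37 deg C under anaerobic conditions; viability was then read as ATP content by bioluminescence after 15-30 min at room temperature.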
# Gal4-VP16 FLuc = VP16 counterscreen qHTS for inhibitors of ROR gamma transcriptional activity | Drosophila S2 Gal4-VP16 UAS-luciferase, luminescence, 20 h | Potency, µM (top dose mostly 53.6 µM), without a hit: at the highest dose activity, negative = inhibition, hits mostly inhibitors | hit rate 3.5% among 310,000 | AID 2546, 2010;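 further: Gal4-VP16 expression switched on by copper sulfate through the metallothionein promoter; potency means the concentration at half of the fitted maximal effect; on the % scale 0 is the no-effect control and ±100 the full control effect; nearly all actives have a fitted effect of over 50% in size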
# RORgamma inh = qHTS for inhibitors of ROR gamma transcriptional activity; hit rate 5.4% among 310,000; Drosophila S2 Gal4-RORgamma UAS-luciferase reporter, 20 h; Potency, µM (top dose mostly 53.6 µM), without a hit: at the top dose activity change, negative = inhibition, most hits filed as inhibitors; Nuclear receptor ROR-gamma (Mus musculus), P51450; further: potency means the concentration at half of the fitted maximal effect; on the % scale 0 is the no-effect control and ±100 the full control effect; nearly all actives have a fitted effect of over 60% in size
#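 Drosophila Schneider cells stably carrying a metallothionein-driven Gal4 DBD–ROR gamma fusion and a UAS-Photinus luciferase reporter were exposed to compound for 1 hr, then induced with copper sulfate (700 uM final) for 20 hr at ambient temperature before luminescence reading.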
# KCNH2 3.1 inh = qHTS for Inhibitors of KCHN2 3.1: Mutant qHTS; activity change, % (tested at about 1.8 µM); hit rate 0.95% among 340,000; Potassium voltage-gated channel subfamily H member 2, brain isoform KCNH2 3.1 (human); AID 720553, 2013; U2OS KCNH2 3.1, thallium flux FluxOr; active compounds read low;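 active means maximum activity change below -70%; inconclusive means maximum activity change from -70% to -50%; inactive means maximum activity change above -50%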;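 further: thallium influx rate constant from kinetic fluorescence after stimulation buffer; on the % scale 0 is the no-effect control and ±100 the full control effect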
#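 U2OS cells transduced with KCNH2 3.1 mutant virus (1.77 x 10^8 /mL, 4 h), plated overnight at 37 C, loaded 45 min with FluxOr dye plus Red40 quencher. Thallium flux rate constant from kinetic reads after stimulation buffer, normalised to controls.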
# FLuc modulator = qHTS profiling assay for firefly luciferase inhibitor/activator using purifed enzyme and Km concentrations of substrates (counterscreen for miR-21 project). Luciferin 4-monooxygenase (Photinus pyralis), P08659. purified FLuc, Km substrates, luminescence inhibition. Potency, µM (highest dose often 57.5 µM), without a hit: at the top dose activity change, negative = inhibition, actives largely listed as inhibitors. hit rate 6.9% among 360,000;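 further: potency means the concentration at half of the fitted maximal effect; plate controls were vehicle for no effect and reference inhibitor for full effect; nearly all actives have a fitted effect of over 55% in size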
# Target sequence (P08659 whole entry, looked up): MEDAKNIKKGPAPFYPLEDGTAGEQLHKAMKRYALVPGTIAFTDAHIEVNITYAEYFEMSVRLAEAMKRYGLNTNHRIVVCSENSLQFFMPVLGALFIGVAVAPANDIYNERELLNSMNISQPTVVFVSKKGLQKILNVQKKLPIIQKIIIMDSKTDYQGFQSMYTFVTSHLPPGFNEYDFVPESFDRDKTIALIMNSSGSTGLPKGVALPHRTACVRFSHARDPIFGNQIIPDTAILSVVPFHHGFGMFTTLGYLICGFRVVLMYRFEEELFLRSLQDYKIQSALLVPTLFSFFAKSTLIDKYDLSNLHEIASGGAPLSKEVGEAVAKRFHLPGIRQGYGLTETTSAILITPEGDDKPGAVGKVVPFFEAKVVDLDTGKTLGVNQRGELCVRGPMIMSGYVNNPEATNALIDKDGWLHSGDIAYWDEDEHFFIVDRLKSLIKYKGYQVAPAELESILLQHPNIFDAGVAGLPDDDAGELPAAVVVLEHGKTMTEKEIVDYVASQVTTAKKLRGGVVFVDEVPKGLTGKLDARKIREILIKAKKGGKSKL
#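 Purified P. pyralis luciferase (10nM final) with 10uM D-luciferin and 10uM ATP (Km levels) in 50mM Tris acetate pH 7.5, 10mM Mg acetate, 0.01% Tween-20, 0.05% BSA; qHTS 6-point titration, ~60 µM downward; luminescence read.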
# An asterisk follows results filed as active; ? = inconclusive; / = no result given; [ ] = remark or other dose. Unless noted, the call rests on the fitted dose curve; in most records, active means well fitted curve in the direction sought with a large enough effect; inconclusive means small, poorly fitted or top-dose-only effect, or another doubt; inactive means no such curve, though single readings can be large; an effect the other way counts as inactive or inconclusive.
SMILES,Rab9 prom act,FBPA coupling cs,Tb PFK inh,uPA surface inh,NPC1 prom act,ELG1 genotoxic,Giardia killer,Gal4-VP16 FLuc,RORgamma inh,KCNH2 3.1 inh,FLuc modulator
COc1cc(OC)c(C(=O)NCc2ccc3c(c2)OCO3)cc1OC,2%,1,-2%,-6%,-9%,2%,-13,16%,?,10,-9%
C/C(=N\NC(=O)c1cc(C)nc2ccccc12)c1ccc([N+](=O)[O-])cc1,-4%,-4,1%,-2%,0%,-5%,8,-14%,6%,-3,-9%
O=c1oc(CCO)cc2ccccc12,/,/,3%,6%,/,4%,10,/,/,6,/
CC(C)(C)NC(=O)C(c1ccc(O)cc1)N(C(=O)CCC(=O)Nc1nccs1)c1ccc(F)cc1 (stereo not given),-1%,1,-2%,-3%,0%,-13%,-7,1%,18%,-42,-1%
O=C(N/N=C/c1ccc(Sc2nc3ccccc3[nH]2)o1)c1ccncc1,6%,-1,-1%,-5%,-3%,-5%,-20,0%,0%,6,-10%
Cc1cc(C)n(C2CC(=O)N(c3ccccc3)C2=O)n1 (stereo not given),1%,0,-1%,4%,1%,2%,4,-5%,-15%,1,-2%
CCOC(=O)C1(Cc2ccc(OC)cc2)CCN(C(=O)CN2CCN(CC)CC2)CC1,1%,-4,-2%,-1%,0%,6%,-7,-16%,18%,/,-18%
CC(=O)c1c(C)n(-c2ccccc2)c2ccc(O)cc12,-2%,0,-9%,-3%,2%,-16%,1,-5%,-22%,-14,6%[2.3 µM]
Oc1cccnc1SCc1ccccc1,8%,/,-7%,-6%,15%,/,26,/,/,4,-17%
CCC(C)NS(=O)(=O)c1ccc(OCC(=O)NCc2cccnc2)cc1 (stereo not given),-1%,1,-1%,2%,6%,3%,1,-1%,5%,-8,2%
O=C(COC(=O)Cn1cnc2ccccc21)Nc1cccc(S(=O)(=O)N2CCOCC2)c1,2%,-1,-2%,1%,-6%,6%,-7,-4%[10 µM],13%,5,1%
COc1ccc(-n2c3c(cc(C(=O)NCc4ccco4)c2=O)C(=O)CC(C)(C)C3)cc1,-4%,3,1%,-3%,-4%,1%,0,-18%,0%,-4,0%
Cn1c(SCC(=O)c2ccc(F)cc2)ncc(C(=O)Nc2ccccc2)c1=O,1%,/,-4%,-8%,1%,?,6,/,/,-18,0%
Cc1ccc(S(=O)(=O)N2CCSC2=Nc2ccccc2)cc1,-2%,4,0%,/,-2%,-3%,/,4%,2%,/,0%
Cc1ccc(C(=O)NNC(=O)C2CCCN(c3ncccn3)C2)cc1 (stereo not given),6%,4,5%,8%,-2%,1%,12,-2%,-20%,-2,5%
CCCCc1ccc(NC(=S)NCc2ccc(OC)cc2)cc1,-6%,-1,-1%,2%,-5%,-2%,-20,?,4µM*,-25,0%
COc1ccc(OC)c(CN2CCCC(C(=O)N3CCCCC3)C2)c1 (stereo not given),-6%,8,1%,/,1%,-3%,-16,-3%,3%,-8,2%
CC(=O)/C(=N\Nc1cccc(Cl)c1)Sc1cccc2cccnc12,-3%,0,0%,-7%,0%,-1%,-12,?,3.2µM*,-4,6%
CN(CC(=O)Nc1ccccc1Cl)C(=O)CN1C(=O)NC(c2ccccc2)(c2ccccc2)C1=O,-2%,/,-7%,-7%,-2%,1%,1,/,/,-1,/
COc1ccccc1CNC(=O)CCN1C(=O)COc2ccccc21,-7%,-1,0%,8%,-2%,0%,-21,-9%,2%,-7,1%
OCCNCCCOc1ccc(Cl)cc1Br,1%,0,-30%,0%,-6%,3%,-3,-10%,7%,?,-17%
COc1ccc(S(=O)(=O)N2CCN(C(=O)CCOc3ccccc3)CC2)cc1OC,-4%,/,12%,10%,-1%,-1%,-30,/,/,-21,-1%
O=C(COC(=O)C1=COCCO1)Nc1ccc(OC(F)F)cc1,-3%,1,0%,-5%,-3%,2%,-7,2%,12%,-1,-13%
CCOc1ccc(/C=C\c2nc(O)c([N+](=O)[O-])c(=O)[nH]2)cc1OCC,-2%,-2,3%,1%,-3%,0%,5,1%,-4%,0,1%
Cc1cc(F)ccc1S(=O)(=O)N1CCCOC1CNC(=O)C(=O)NC1CC1 (stereo not given),7%,/,-6%,5%,1%,2%,-4,3%,25%,5,0%
COc1ccc(OCc2cc(C(=O)NCC(C)Oc3cccnc3)no2)c(Cl)c1 (stereo not given),?,/,1%,2%,?,6%,-6,4%,?,-7,15µM*
COc1ccccc1NS(=O)(=O)N(C)C,-3%,-5,0%,-2%,0%,0%,-9,6%,-1%,8,5%
CCCCc1nc2ccccc2c(NC(=O)CN2CCN(C)CC2)c1CCC,-2%,5,-2%,1%,0%,-2%,-7,-20%,-1%,-30,2%
O=C(O)c1ccccc1Sc1ncnc2sc3c(c12)CCC3,-5%,9,8%,-5%,-3%,-4%,12,-11%,-26%,2,?
Cc1ccc2nc(SCC(=O)c3ccccc3)nc(=O)n2c1,?,/,-2%,-8%,2.5µM*,?,6,/,/,0,11µM*
O=C(NC1CCCCCC1)C(=S)NCc1ccccc1,?,-3,-23%,6%,14%,14%,6,6%[10 µM],41%,-3,21µM*
CC1CCN(c2cc(N3CCC(C)CC3)c([N+](=O)[O-])cc2/C=C(\C#N)c2nn(-c3ccccc3)c(N)c2C#N)CC1,0%,-1,0%,3%,-10%,0%,29,-2%,-8%,-13,15%
CCOc1ccc(NC(=O)CC(=O)Nc2ccc(OCC)cc2)cc1,17%,0,-9%,7%,1%,7%,-8,9%,9%,2,-18%
Cc1ccc(C(C2=C(O)CC(C)(C)CC2=O)C2C(=O)CC(C)(C)CC2=O)s1 (stereo not given),1%,4,5%,3%,-2%,0%,-11,10%,12%,-5,?
COc1ccc(OC)c(CNC(=O)C2CCC(=O)N2C(C)C)c1 (stereo not given),2%,0,-7%,1%,0%,-2%,-20,-2%,-8%,-1,0%
Cc1ccccc1NC(=S)NCc1cccs1,-2%,1,-5%,0%,1%,-6%,-1,?,?,33,0%
CCc1ccc(C2=NN(C(=O)CCC(=O)O)C(c3cccs3)C2)cc1 (stereo not given),13%,4,1%,-24%,-2%,0%,-8,1%,0%,-4,?
COc1ccc(Cc2nn3c(-c4cc(OC)c(OC)c(OC)c4)nnc3s2)cc1,-9%,2,-9%,-2%,-3%,7%,5,-4%,2%,1,1%
N#C/C(=C/c1cc[nH]c1)C(N)=S,-4%,-6,-5%,-4%,0%,1%,-4,0%[10 µM],6%,3,-9%
CC(=O)Nc1ccc(S(=O)(=O)Oc2ccc(/C=N/NC(=O)c3ccc(Cl)cc3)cc2)cc1,-3%,0,0%,-4%,-4%,-4%,5,?,-8%,2,-7%
COc1ccc2cc3cc(C(=O)NCc4ccco4)oc3nc2c1,-4%,2,?,-1%,-1%,13%,-11,-16%,11%,1,?
CCc1noc(C)c1C(=O)Nc1nc(-c2ccc(OC)cc2OC)cs1,-10%,/,1%,-3%,0%,9%,9,/,/,7,3%
CN(C)S(=O)(=O)c1cccc(NC(=O)c2cc(-c3cccs3)nn2-c2cccc(Cl)c2)c1,0%,0,0%,-2%,-7%,-2%,-12,4%,22%,-14,3%
CC(OC(=O)c1cc[n+]([O-])cc1)C(=O)Nc1ccc(C(N)=O)cc1 (stereo not given),0%,/,-10%,-1%,-4%,-2%,3,/,/,12,1%
Cc1nnc(SCC(=O)NCc2ccco2)n1Cc1ccccc1,-5%,3,-2%,-7%,-5%,0%,-3,5%,-36%,-5,0%
CC(=O)N1CC(C)Sc2ccc(S(=O)(=O)N3CCCCC3)cc21 (stereo not given),0%,0,-1%,-7%,-5%,-3%,2,3%,7%,-7,5%
O=C1COc2ccc(S(=O)(=O)N3CCCCCC3)cc2N1,0%,/,1%,1%,-3%,2%,-13,11%,-10%,24,1%
C/C(=N\Nc1ccc(C(=O)c2c(C)cc3ccccn23)cc1[N+](=O)[O-])c1ccc(O)cc1,-8%,0,1%,-2%,-10%,-9%,1,-3%,-11%,-9,-3%
COc1ccc(-n2c(C)cc(C(=O)CN3CCC(C)CC3)c2C)cc1,20%,1,-5%,4%,11%,2%,-6,2%,-7%,-1,-15%

# Screening results (PubChem BioAssay)
